Source: PubChem
TRPC6 act: activators of mouse TRPC6 channel; Q61143; HEK293-TRPC6 membrane potential dye fluorescence; active compounds read high; B-score at 10 µM; actives 0.13% (n = 310,000);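 active = B-score of the integrated fluorescence ratio above library mean plus 3 SD, and starting fluorescence ratio within library mean plus 5 SD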;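 note: higher score means more depolarization so channel activation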
TRPC6 inhibitor: blocks the mouse TRPC6 cation channel | HEK293-TRPC6, membrane potential dye, ACh-evoked depolarization; active compounds read low | actives 1.1% (n = 310,000) | Q61143 | B-score at 10 µM;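 active = B-score under library mean minus 3 SD, initial fluorescence not abnormally high, positive integrated signal ratio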;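 note: B-score derived from integrated fluorescence ratio over the kinetic read; more negative B-score means stronger inhibition of depolarization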
AI-2 QS mod: modulates the Vibrio harveyi AI-2 quorum sensing system; Vibrio harveyi JMH597 AI-2 luminescence/OD600 ratio, 9 h; active compounds read low; strain lacks LuxN and CqsS sensors; 0 = neutral-control median; actives 0.4% (n = 300,000); AID 2094; activity change, % at 7.5 µM; in the data active = activity change below about -75%, passing the limit was not always enough;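 note: luminescence divided by OD600 gain over 9 h not by final OD600 alone; inactives centre near 13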
TRPC4 potent: TRPC4 (mouse) allosteric potentiation | Q9QUQ5 | HEK293 TRPC4beta/mu-opioid, DAMGO EC20, Fluo-4 Ca2+ flux; active compounds read high | B-score at 10 µM | actives 0.42% (n = 310,000) | AID 2227;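 active = B-score of calcium response area above 5 SD of library B-scores, with initial fluorescence ratio within 5 SD of library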;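 note: B-score of integrated fluorescence ratio over time as area under calcium response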
TRPC4 agonist: opens the mouse TRPC4 cation channel; B-score at 10 µM; HEK293 TRPC4beta/mu-opioid, Fluo4 calcium fluorescence; active compounds read high; actives 0.49% (n = 310,000);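 active = B-score above 5 SD of library B-scores, and initial fluorescence ratio not above library mean plus 5 SD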;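 note: positive B-score marks a calcium rise read as TRPC4 activation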
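Assay system: HEK293 stable line with TRPC4beta plus mu-opioid receptor. Times: dye 45 min RT, read 110 s. Measured by: kinetic Fluo4 calcium fluorescence. Measure: B score of integrated ratio. Controls: assay buffer as low control, maximal DAMGO as high control.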
PolyA inhibitor: blocks polyadenylation in yeast reporter cells | S. cerevisiae SKY197-pL101 polyadenylation reporter, beta-gal luminescence; efflux-impaired pdr1/pdr3 knockout yeast; score 100 = 6 SD above DMSO | calls only at 12 µM | actives 0.02% (n = 300,000) | AID 1875;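 active = lowest replicate activity score at least 50, where 100 means six control SD above control mean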;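 note: yeast exposed to compound for 9 h at 30 °C; higher score means more reporter readthrough which indicates perturbed polyadenylation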
HIF act: HIF pathway transcriptional activation; U2OS HRE-luciferase reporter, luminescence; normalized: DMSO 0%, desferrioxamine 100%; activation, % at 7.5 µM (by protocol); actives 0.32% (n = 300,000); AID 1910;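 active = mean activation of at least 10% of the iron chelator positive control signal, with at least half of replicates also reaching 10%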
MrgX1 allo act: allosterically activates human MrgX1 receptor signaling; Q96LB2; MrgX1-HEK293, Fluo-4 calcium flux, FDSS; active compounds read high; B-score at 10 µM; actives 0.63% (n = 310,000); AID 588675;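 active = plate-corrected calcium response at least 3 library SD above typical, normal starting fluorescence, not activating the receptor alone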;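 note: compound read alongside a low EC10 to EC30 dose of BAM8-22 agonist; peak minus trough fluorescence over baseline measured at the second addition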
Target sequence (Q96LB2 whole entry, looked up): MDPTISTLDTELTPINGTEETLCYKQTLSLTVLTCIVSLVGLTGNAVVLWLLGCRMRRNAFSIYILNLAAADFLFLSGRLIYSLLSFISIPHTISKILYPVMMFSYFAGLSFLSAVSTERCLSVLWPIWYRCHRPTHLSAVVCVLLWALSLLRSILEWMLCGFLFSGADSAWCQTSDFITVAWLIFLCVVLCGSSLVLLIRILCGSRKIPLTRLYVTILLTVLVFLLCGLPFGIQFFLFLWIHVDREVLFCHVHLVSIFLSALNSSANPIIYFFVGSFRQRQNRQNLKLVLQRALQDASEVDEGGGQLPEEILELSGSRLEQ
MrgX1 agonist: activates human MrgX1 receptor signaling. B-score at 10 µM. actives 0.44% (n = 310,000). MrgX1-HEK293 cells, Fluo-4 calcium fluorescence, agonist mode; active compounds read high;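 active = calcium response B-score plate-corrected fluorescence ratio at least 3 library SD, with starting fluorescence B-score inside 5 SD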
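System – MrgX1-expressing HEK293 cells · Incubation – cells plated overnight, dye loaded 0.5 h 37 °C, 0.5 h room temperature · Technique – kinetic Fluo-4 NW fluorescence of intracellular calcium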
MrgX1 antag: blocks BAM8-22 activation of human MrgX1 receptor; actives 1.3% (n = 310,000); Q96LB2; MRGX1-HEK293 calcium flux, Fluo-4, BAM8-22 antagonism; active compounds read low; B-score at 10 µM;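 active = calcium-response B-score plate-corrected more than 3 library SD below zero, starting fluorescence within 5 deviations, no agonist response on first addition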;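 note: peak minus trough fluorescence over baseline after final BAM8-22 challenge near maximal dose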
TRPC4 block: inhibitors of mouse TRPC4 channel; actives 0.39% (n = 300,000); Q9QUQ5; AID 2247; HEK293 TRPC4beta/mu-opioid, DAMGO-evoked Fluo4 calcium flux; active compounds read low; B-score at 10 µM;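 active = B-score over 3 SD under the library average, no early fluorescence shift, positive overall ratio signal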
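Assay system: HEK293 cells with stable TRPC4beta plus mu-opioid receptor expression. Dosing: single dose. Measured by: Fluo4 Ca2+ flux fluorescence. Also added: DAMGO in two steps, submaximal then maximal. Read-out: B score from integrated Fluo4 fluorescence ratio.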
* marks the source's active call; other numbers are inactive results; i = inactive; nt = no result given.

Results follow in this order: TRPC6 act | HIF act | TRPC4 agonist | AI-2 QS mod | TRPC6 inhibitor | TRPC4 block | MrgX1 allo act | MrgX1 antag | PolyA inhibitor | MrgX1 agonist | TRPC4 potent
COc1ccc(C2C=C(c3ccc(F)cc3)NC(=S)N2)cc1OC (stereo unspecified)
    i | 0.1 | i | 10 | i | i | i | i | i | i | i
CC(C)=N/N=C(\N)SCc1ccccc1
    i | 0.3 | i | 2 | i | i | i | i | i | i | i
CC1=C(C(=O)OCC2CCCO2)C(c2coc3ccccc3c2=O)C2=C(CCCC2=O)N1 (stereo unspecified)
    i | -0.1 | i | 4 | i | i | i | i | i | i | i
COc1cccc2c1cc1c(=O)n(CC(=O)NCCCc3ccccc3)nc(C)n12
    i | -0.8 | i | 15 | i | i | i | i | i | i | i
O=C(N/N=C/c1ccc(-c2cccc(C(F)(F)F)c2)o1)c1cccc(F)c1
    i | 0.9 | i | 17 | i | i | i | i | i | i | i
Cc1nc(CS(=O)c2ccc(Cl)cc2)cc(N2CCOCC2)n1 (stereo unspecified)
    i | 0.6 | i | 2 | i | i | i | i | i | i | i
O=C1CC(c2ccco2)Cc2nc(NCC3CCCO3)ncc21 (stereo unspecified)
    i | -0.4 | i | 4 | i | i | i | i | i | i | i
CN(C)/C=C(/C(=O)c1ccc(Cl)cc1)S(=O)(=O)c1ccccc1
    i | 1.2 | i | 6 | i | i | i | i | i | i | i
CCOc1ccccc1C(=O)Nc1cc2c(cc1N1CCCC1)n(CC)c(=O)n2CC
    i | -0.7 | i | 11 | i | i | i | i | i | i | i
COc1cc(OC)c(OC)cc1CN1CCN(C(=O)c2cccc3ccccc23)CC1
    i | -7.3 | i | 32 | i | i | i | i | i | i | i
CCOC(=O)CC(=O)N/N=C/c1c(N)n(C)c(=O)n(C)c1=O
    i | -0.4 | i | 5 | i | i | i | i | i | i | i
COc1ccc(N2CCN(C(c3cccs3)c3nnnn3C3CCCC3)CC2)cc1 (stereo unspecified)
    i | 0.1 | i | 19 | i | i | i | i | i | i | i
CCN(CC)CCCNC(=O)c1[nH]c2ccccc2c1Sc1ccc(Cl)cc1
    i | 0.7 | i | 4 | i | i | i | i | i | i | i
C=CCSc1nccc(=O)[nH]1
    i | -0.3 | i | -3 | i | i | i | i | i | i | i
O=C(CNC(=S)NC(=O)c1ccc(Br)o1)c1ccccc1
    i | 0.3 | i | 13 | i | i | i | i | i | i | i
Cc1ccc(O)c(NC(=S)NC(=O)/C=C/c2ccco2)c1
    i | 5.3 | i | 24 | i | i | i | i | i | i | i
Cc1c(C(=O)NCc2cccnc2)oc2ccc(S(=O)(=O)N3CCCCC3)cc12
    i | -0.8 | i | -10 | i | nt | i | i | i | i | i
CCC1(C)Cc2c(sc3c2c(=O)n(C)c2nnc(SCC(=O)c4ccccc4)n32)CO1 (stereo unspecified)
    i | -0.1 | i | -3 | i | i | i | i | i | i | i
CCN(CC)C(=O)c1ccc(-c2nnc(Nc3ccc(C(=O)N(C)C)cc3)c3ccccc23)cc1
    i | 0.3 | i | nt | i | i | i | i | i | i | i
CC(C)c1ccc(N2C(=O)CC(Sc3nc4ccccc4o3)C2=O)cc1 (stereo unspecified)
    i | 1.3 | i | 53 | -7.4* | i | i | i | i | i | i
CC(C)C[C@H]1COCCS(=O)(=O)N1Cc1ccccc1F
    i | -1.1 | i | 11 | i | i | i | i | i | i | i
CCCCCCCN(C(=O)CCl)c1ccccc1C
    i | -1.7 | i | 14 | i | i | i | i | i | i | i
COc1cccc(NC(=O)c2cncs2)c1
    i | 0.7 | i | 11 | i | i | i | i | i | i | i
O=[N+]([O-])c1ccc(Nc2ccc(Cl)cc2)nc1
    i | 0.2 | i | 8 | i | i | i | i | i | i | i
CC1CN(C(=O)c2ccc3c(c2)OCO3)OC(c2ccccc2)O1 (stereo unspecified)
    i | 0.2 | i | 22 | i | i | i | i | i | i | i
O=C(OCCN1C(=O)c2ccccc2C1=O)Oc1ccccc1
    i | 0.9 | i | -12 | i | i | i | i | i | i | i
C#CCn1c(S(=O)(=O)Cc2ccccc2Cl)nc(-c2ccccc2)c1-c1ccccc1
    i | -0.1 | i | 26 | i | i | i | i | i | i | i
COc1ccccc1NC(=S)NNC(=O)c1c(Cl)c(C)nn1C
    i | -4.5 | i | 22 | i | i | i | i | i | i | i
O=C(CN(Cc1ccccc1)C(=O)CCC(=O)Nc1nccs1)NCC1CCCO1 (stereo unspecified)
    i | 0.3 | i | 22 | i | i | i | i | i | i | i
CCCOc1ccc(C2C3=C(Nc4nc(N)[nH]c(=O)c42)c2ccccc2C3=O)cc1 (stereo unspecified)
    i | -0.3 | i | 12 | i | i | i | i | i | i | i
COc1ccccc1C(=O)NCc1n[nH]c(=S)n1Cc1ccccc1
    i | 2.5 | i | 17 | i | i | i | i | i | i | i
Cc1cc(C)c(OCCN2C(=O)NC(C)(C)C2=O)c(Cl)c1
    i | -0.2 | i | 22 | i | i | i | i | i | i | i
CC(C)OC(=O)CSc1nnc(Cc2ccccc2)n1CC1CCCO1 (stereo unspecified)
    i | -0.4 | i | 3 | i | i | i | i | i | i | i
COc1ccccc1CC(=O)NNC(=O)c1cccs1
    i | -0.2 | i | 7 | i | i | i | i | i | i | i
COc1ccc(NC(=O)C2CCCN2S(=O)(=O)c2ccc3c(c2)CCC(=O)N3)cc1 (stereo unspecified)
    i | 0.1 | i | 12 | i | i | i | i | i | i | i
COc1ccc(S(=O)(=O)N(C)c2ccc(C(=O)NCc3ccco3)cc2)cc1
    i | -0.1 | i | 13 | i | i | i | i | i | i | i
CCN(CC)CCNC(=O)Cn1cnc2sc(C)c(S(=O)(=O)N3CC(C)CC(C)C3)c2c1=O (stereo unspecified)
    i | 0.0 | i | 1 | i | i | i | i | i | i | i
CS(=O)(=O)N1CCC(C(=O)Nc2ccc(F)cc2F)CC1
    i | -4.3 | i | 19 | -6.3* | i | i | i | i | i | i
CCOC(=O)CNC(=O)C1c2ccccc2Oc2ccccc21
    i | -0.4 | i | 39 | i | i | i | i | i | i | i
COc1ccc(NC(=O)c2ccc3c(c2)CCN3S(=O)(=O)c2ccccc2)cc1
    i | -0.6 | i | 14 | i | i | i | i | i | i | i
CN(Cc1nc(CC2CC2)no1)CC12CC3CC(CC(C3)C1)C2
    i | 0.1 | i | 13 | i | i | i | i | i | i | i
Cc1ccc(C(=O)Oc2cc(N)n(S(=O)(=O)c3ccc(F)cc3)n2)cc1
    i | -0.1 | i | 5 | i | i | i | i | i | i | i
O=C(CSc1nnc(-c2ccccc2Br)o1)N1CCN(C(=O)c2ccco2)CC1
    i | -0.3 | i | 29 | i | i | i | i | i | i | i
CC(=O)NC(NC(=S)N1CCCCCC1)C(Cl)(Cl)Cl (stereo unspecified)
    i | -0.4 | i | 11 | i | i | i | i | i | i | i
Clc1ccc2c(N/N=C/c3cccnc3)ccnc2c1
    i | 0.6 | i | 34 | i | i | i | i | i | i | i
CC(C)CC(=O)CC1(O)C(=O)Nc2ccccc21 (stereo unspecified)
    i | 0.8 | i | 19 | i | i | i | i | i | i | i
CC(C)(C)c1ccc(-c2nnc(NC(=O)c3ccccc3)s2)cc1
    i | 0.9 | i | 13 | i | i | i | i | i | i | i
COc1ccc(-n2nc(C(=O)NCC(=O)N3CCC(C)CC3)c3ccccc3c2=O)c(OC)c1
    i | 0.8 | i | 14 | i | i | i | i | nt | i | i
Nc1nnc(CCS(=O)(=O)c2ccc(Cl)cc2)s1
    i | -0.2 | i | 20 | i | i | i | i | i | i | i
CCCCCc1cc(=O)oc2c(C(CCN(CC)CC)c3cc(OC)c(OC)c(OC)c3)c(OC)cc(OC)c12 (stereo unspecified)
    i | -14 | i | 14 | i | i | i | i | i | i | i
Cc1nc2ccc(NC(=O)c3cccc(C(F)(F)F)c3)cc2o1
    i | 1.6 | i | -8 | i | i | i | i | i | i | i
O=C(N/N=C/C1CC=CCC1)c1cc(-c2cccnc2)nc2ccccc12 (stereo unspecified)
    i | -0.2 | i | -1 | i | i | i | i | i | i | i
O=C(O)[C@@H]1CCCN1C(=O)COc1ccc2c3c(c(=O)oc2c1)CCC3
    i | -0.1 | i | 9 | i | i | i | i | i | i | i
Cc1nc2nc(SCC(=O)NCCN3CCOCC3)nn2c(C)c1Cc1ccccc1
    i | 1.6 | i | 8 | i | i | i | i | i | i | i
CCNc1nc(NCC)nc(C(=O)Nc2ccccc2)n1
    i | -0.1 | i | 18 | i | i | i | i | i | i | i
CN(C)NC1CCS(=O)(=O)C1 (stereo unspecified)
    i | -0.5 | i | 13 | i | i | i | i | i | i | i
COc1ccc(Br)cc1CNC(=O)c1ccc2c(c1)N(C)CCS2
    i | 0.3 | i | -1 | i | i | i | i | i | i | i
Fc1ccc(-n2c(-c3cc(C4CC4)[nH]n3)n[nH]c2=S)cc1Cl
    i | 0.5 | i | 36 | i | i | i | i | i | i | i
Cc1ccc(-c2nc3ccccc3o2)cc1NC(=S)NC(=O)c1cccs1
    i | 3.7 | i | 23 | i | i | i | i | i | i | i
CCOc1ccc(N2CC(C(=O)NCCC3=CCCCC3)CC2=O)cc1 (stereo unspecified)
    i | -0.1 | i | 27 | i | i | i | i | i | i | i

Additional compounds follow.
Results follow in this order: TRPC6 act | HIF act | TRPC4 agonist | AI-2 QS mod | TRPC6 inhibitor | TRPC4 block | MrgX1 allo act | MrgX1 antag | PolyA inhibitor | MrgX1 agonist | TRPC4 potent
c1ccc(OCCSc2nnc3sc4ccccc4n23)cc1
    i | -2.7 | i | 11 | i | i | i | i | i | i | i
Cc1cc([N+](=O)[O-])nn1CC(=O)NC(C)c1ccccc1 (stereo unspecified)
    i | -18 | i | nt | i | i | i | i | i | i | i
COc1cccc(CNC(=O)C2CCC(CNc3c(N4CCC(C)CC4)c(=O)c3=O)CC2)c1 (stereo unspecified)
    i | -0.9 | i | 10 | i | i | i | i | i | i | i
C/C(=C\c1ccccc1)C(=O)NC1CCSC1=O (stereo unspecified)
    i | 1.1 | i | 1 | i | i | i | i | i | i | i
CN(C)c1ccc(C(C(=O)NC2CCCC2)N(C(=O)c2ccco2)C2CC2)cc1 (stereo unspecified)
    i | 0.4 | i | 1 | i | i | i | i | i | i | i

Not all compounds are listed. The share of hits here may be higher or lower than overall.
